# Autophagy HCS – alters autophagy in cells; MEF GFP-LC3 puncta imaging; test concentration mostly 10 µM; calls only at 10 µM (by protocol); actives 0.98% (n = 190,000);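 active = percentage of spot-positive cells more than 3 SD above its plate mean, without a fluorescence outlier flag or 80% toxicity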;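 note: spot-positive cell cutoff set from DMSO-treated cells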
# Dynein transport – blocks dynein driven cargo transport along microtubules. 3617.4 mouse cells, GR-EGFP nuclear translocation imaging; test concentration mostly 20 µM; stimulated with dexamethasone, 1 µM; stronger effect = lower value. z-score, hits read low. actives 0.47% (n = 220,000). AID 1381;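 active = plate z-score of nuclear minus cytoplasmic receptor signal below a set negative limit, without overly bright fluorescence or cell loss, cut at about -3.5 in these data, passing the limit was not always enough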;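 note: z-score of nuclear minus cytoplasmic ring GR-EGFP intensity difference per well; some compounds called inactive have numbers as strong as hits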
#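 Also added: dexamethasone, 1.0 µM final. Medium: tet-free, stripped-serum medium. Detection: fixed, Hoechst-stained cells imaged at 10x for EGFP. Read-out: nuclear-to-cytoplasmic GR-EGFP distribution per well. Times: induction 48 h, compound 1 h, agonist 30 min.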
# Yfh1-off respiration – enhancers of respiration in Yfh1-depleted yeast, dose response, Friedreich's ataxia, plus single-dose screen (AID 1465); S. cerevisiae Yfh1-off respiration, WST-1 reduction, 72 h; higher fold induction means a stronger effect; one-dose fold induction at 50 µM; EC50 in µM for titrated hits; actives 0.074% (n = 220,000);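 active = fold induction of absorbance versus untreated yeast above a set limit, then at least 30% activation at any dose in follow-up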;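 note: activators that raise dye reduction in frataxin-depleted yeast; strong numbers were not always called active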
# bCat nuc transl – alters nuclear translocation of beta-catenin in HeLa cells; actives 0.3% (n = 190,000); AID 1665; nuclear translocation activity, % at 5 µM; immunofluorescence imaging;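 active = nuclear translocation activity above 50% at 5 µM, with a well cell count of 50 or more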;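 note: per-cell ratio of nuclear to cytoplasmic median beta-catenin stain intensity; plate controls were DMSO negative control for no effect and GSK-3 inhibitor IX positive control for full effect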
#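 Signal – beta-catenin immunofluorescence imaging with DAPI · Test system – human HeLa cell line · Dosing – 5 µM primary single dose, 0.1% DMSO, 0.02–20 µM confirmation series · Measure – % activation, nuclear-to-cytoplasmic median beta-catenin signal ratio per cell · Incubation – 24 h compound exposure at 37°C, 5% CO2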
# WT yeast gro inh – growth inhibition of WT yeast, mitochondrial fusion screen. actives 2.1% (n = 190,000). inhibition, % at 10 µM. mitochondrial fusion phenotypic screen, WT strain; in the data active = inhibition above about 58%; tested in S. cerevisiae
# Hep lipid drop – hepatic lipid droplet formation modulation; actives 0.4% (n = 240,000); AML12 mouse hepatocytes, oleate lipid droplets, BODIPY imaging; inhibition, % at 6.5 µM;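 active = lipid droplet intensity inhibited by at least 50%, with more than 500 cells counted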
#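 material = mouse AML12 hepatocyte cell line, fixed after treatment | also added = 100 µM oleic acid challenge | doses = compound at 6.5 µM only | schedule = overnight exposure | technique = Image-based BODIPY and DAPI two-channel analysis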
# Insulin prom up – MIN6 insulin promoter up-regulation. MIN6 insulin promoter-GFP reporter, high-content imaging; stronger effect = higher value. z-score at 5 µM. actives 0.3% (n = 190,000). AID 1625;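 active = z-score above 3 at 5 µM with at least 500 cells counted in the well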
# HEK293 NOD2/NF-kB – inhibition of NOD2-driven NF-kB reporter – cell-based, luminescence, uHTS, HEK293 (AID 1566); HEK293 NOD2/NF-kB luciferase reporter, luminescence; higher % means a stronger effect; inhibition, % at 4 µM; hits with a dose series show EC50 in µM; actives 0.63% (n = 290,000); in the data active = inhibition above about 50%; note: many of its hits are not listed in these tables
# MT stabilizer – microtubule stabilization, imaging screen; HeLa tubulin immunostaining HCS, 24 h; share of cells brighter than vehicle mean+2SD; % tubulin-high responders, % at 10 µM; actives 0.83% (n = 200,000); AID 2205;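 active = plate Z-score above 3 for both tubulin-high and condensed-nucleus cell shares, with cell loss under 80%, at 10 µM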;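 note: anti alpha tubulin signal scored within the nucleus-defined area of each cell; some results filed as inactive read as strong as hits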
# WT yeast gro inh mutant strain – second read-out of WT yeast gro inh, no call of its own (marks repeat the call); inhibition, %; mitochondrial fusion phenotypic screen, mutant strain inhibition
# Dynein transport cytoplasmic EGFP – further read-out of Dynein transport, marked with its call; z-score; measured here: cytoplasmic GR-EGFP intensity; stronger effect = higher value
# Dynein transport nuclear GR-EGFP – second read-out of Dynein transport, no call of its own (marks repeat the call); z-score; measured here: nuclear GR-EGFP intensity;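 lower value marks the stronger effect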
# Dynein transport cell count – further read-out of Dynein transport, marked with its call; z-score; measured here: cell count per field
# Insulin prom up cell count – further read-out of Insulin prom up, marked with its call; cell count; measured here: cytotoxicity, nuclei count;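 total cells summed across four imaged fields per well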
# Hep lipid drop cells 6.5 µM – also measured in Hep lipid drop; calls as there; cell count; measured here: cell count, cytotoxicity flag;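 cells counted across two imaged fields per well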
# bCat nuc transl cell count 5 µM – further read-out of bCat nuc transl, marked with its call; cell count; measured here: cell count, cytotoxicity flag
# MT stabilizer Hoechst-high % – recorded beside MT stabilizer, whose call it bears; % Hoechst-high responders; measured here: nuclear condensation Hoechst responders;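 share of cells brighter than vehicle mean plus two SD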
# MT stabilizer cytotoxicity % – recorded beside MT stabilizer, whose call it bears; toxicity, %; measured here: cytotoxicity by cell density;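 0% = mean cell density of plate MIN control wells and 100% = no cells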
# Autophagy HCS cell loss 18 h – further read-out of Autophagy HCS, marked with its call; toxicity, %; measured here: cell loss, nuclei count;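 cell loss after 18 h compound exposure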
# * marks the source's active call; other numbers are inactive results; i = inactive; / = not tested or not shown.
# Second line of a record: Autophagy HCS	Autophagy HCS cell loss 18 h	Dynein transport	Dynein transport cytoplasmic EGFP	Dynein transport nuclear GR-EGFP	Dynein transport cell count	Yfh1-off respiration	bCat nuc transl	bCat nuc transl cell count 5 µM	WT yeast gro inh	WT yeast gro inh mutant strain	Hep lipid drop	Hep lipid drop cells 6.5 µM	Insulin prom up	Insulin prom up cell count	HEK293 NOD2/NF-kB	MT stabilizer	MT stabilizer Hoechst-high %	MT stabilizer cytotoxicity %
1	O=C(N/N=C1\CCCc2ccccc21)C(O)c1ccccc1 (stereo not drawn)
→ i	9	-0.94	-0.13	-0.24	-0.16	i	-0.1	1373	2	16	/	/	0.78	1467	1%	3.1	2.8	6.7
2	COc1ccc(CNc2ccc(-c3ccc(OC)cc3)nn2)cc1
→ i	11	1.3	-0.12	-0.032	-1.8	i	-0.4	978	-4	9	/	/	/	/	-60%	4.2	3.0	2.6
3	CC(C)=CCN1CCN(Cc2ccc(C#CC(C)(C)O)cc2)CC1CCO (stereo not drawn)
→ i	18	-0.55	-0.27	-0.087	0.35	i	-1.8	1044	-3	0	-4	698	0.06	1480	-8%	4.7	2.7	5.8
4	CCCC(=O)Nc1ccc(C(=O)Nc2ccc([N+](=O)[O-])cc2OC)cc1
→ i	8	0.3	-0.24	0.86	-0.68	i	-0.8	1450	15	14	0	665	0.47	1381	30%	2.7	1.5	0.8
5	C=Cn1ccnc1P(=S)(c1ccc2c(c1)c1ccccc1n2CC)c1nccn1C=C
→ i	0	-0.7	-0.34	-0.29	0.39	i	-0.4	1183	22	10	/	/	/	/	13%	17	11	55
6	COc1cc(/C=C2/OC(=O)c3cc([N+](=O)[O-])ccc32)cc(OC)c1OC
→ i	-9	-0.91	-0.016	-0.46	1.3	i	/	/	/	/	/	/	/	/	/	2.5	1.4	2.1
7	CN1CCCCc2c1[nH]c1ccccc1c2=O
→ i	-5	-0.51	-0.16	0.023	0.11	i	-0.8	1048	-1	1	-17	722	-0.1	1283	-20%	0.6	1.1	13
8	COc1cccc(N2CCN(Cc3nc(N)nc(Nc4ccccc4OC)n3)CC2)c1
→ i	-6	2.1	-0.14	1.9	-2.3	i	-1.0	1049	-4	5	7	666	1.6	1446	0%	2.5	0.9	12
9	COc1cccc(C(=O)/C=C/Nc2ccc(S(=O)(=O)Nc3ncccn3)cc2)c1
→ i	16	1.6	1.2	1.3	0.58	i	0.8	1067	15	18	-12	652	0.33	1281	-12%	3.0	2.5	5.8
10	COc1cc(CC(NC(C)=O)C(=O)NC2CCN(c3nc(C)cc(C)c3C#N)CC2)cc(OC)c1 (stereo not drawn)
→ i	-1	-0.31	-0.18	0.091	0.1	/	-3.1	840	-1	-21	/	/	-0.13	1498	7%	6.5	1.5	6.2
11	O=C(CCl)Nc1cccc(CP(=O)(c2ccccc2)c2ccccc2)c1
→ /	/	-3.9*	0.34*	-1.6*	0.1*	i	11	1053	/	/	-10	714	0.31	518	37%	/	/	/
12	NS(=O)(=O)c1ccc2ccccc2c1
→ /	/	0.4	-0.28	-0.026	-0.45	i	-0.2	992	/	/	-18	692	1.2	1451	-21%	/	/	/
13	COc1cccc(N=c2oc3ccccc3cc2-c2nc3ccccc3[nH]2)c1
→ i	-1	0.17	-0.21	0.2	-0.24	i	2.2	1127	3	-6	32	820	0.02	1000	-49%	4.0	1.8	2.1
14	COc1ccc(-c2cc(-n3c(C(F)(F)F)nc4ccccc43)n(CCC#N)n2)cc1
→ i	-37	-0.31	-0.28	-0.24	0.49	/	1.6	675	12	15	/	/	-1.5	1035	-2%	2.7	1.3	12
15	NC(=O)c1ccc(NC(=O)c2cnc3ccccc3n2)cc1
→ /	/	0.046	-0.24	0.032	-0.015	i	-1.9	1164	/	/	-10	686	0.39	1325	-58%	/	/	/
16	COc1ccc(-c2n[nH]c(C)c2-c2ccc(OC)c(OC)c2)c(O)c1
→ i	-3	-0.66	0.32	0.061	0.22	i	35	588	19	16	/	/	-0.55	1418	/	43*	19*	76*
17	CCc1ccc(NC(=O)C2(C)Cc3ccccc3C(=O)O2)cc1 (stereo not drawn)
→ i	14	0.43	-0.29	0.43	0.2	i	-1.9	1015	-9	-19	-8	704	-0.2	1523	3%	4.1	1.6	5.8
18	Cc1ccc(S(=O)(=O)c2nnn3c2nc(Nc2cccc(C)c2)c2ccccc23)cc1
→ i	-6	1.6	0.18	0.78	-0.56	i	0.8	819	1	-19	-7	442	0.65	1348	-4%	1.7	5.6	9.3
19	O=C(NN1C(=O)C2C3C=CC(C4CC34)C2C1=O)c1ccc(Cl)cc1Cl (stereo not drawn)
→ i	26	-1	-0.16	-0.57	0.68	i	-0.7	1408	6	-13	/	/	0.75	1406	2%	0.8	1.7	8.4
20	Cc1nn(CC(=O)Nc2nnc(C(C)C)s2)c(=O)c2ccccc12
→ i	8	2.6	-0.26	1.4	-1.1	i	0.9	1490	4	-5	17	693	0.56	1241	13%	0.8	2.3	13
21	Nc1nc2n(n1)C(=O)CC(c1ccccc1)N2 (stereo not drawn)
→ i	15	-0.89	-0.31	-0.41	0.94	i	-5.3	661	5	0	22	744	/	/	20%	1.8	1.5	3.6
22	NNC(=O)C1CCCN1S(=O)(=O)c1ccc(Cl)cc1 (stereo not drawn)
→ i	13	0.76	-0.24	0.71	0.39	i	1.1	1500	-9	-11	6	713	0.32	1428	24%	/	/	/
23	CCOc1ccc(Oc2ccccc2NC(=O)CCNC(C)=O)cc1
→ i	-7	-0.55	-0.26	0.48	-0.82	i	-1.0	1100	-1	10	-7	723	0.3	1166	-7%	0.7	1.4	4.4
24	Cc1c(C(=O)NCCn2ccc3ccccc32)cccc1[N+](=O)[O-]
→ i	-4	0.51	-0.33	-0.16	-0.2	i	-1.0	1157	-7	-19	0	712	0.44	1143	-13%	2.4	2.5	12
25	COc1cc(C(=O)Nc2nccs2)cc(OC)c1OC
→ i	3	-0.57	-0.24	-0.95	0.25	i	/	/	-4	-21	6	696	/	/	-16%	1.7	1.4	1.7
26	C=COCCNC(=S)Nc1ccccc1
→ i	2	-0.64	-0.33	-0.24	0.58	i	0.4	1524	-3	2	-12	729	-1	1600	15%	2.0	2.0	1.7
27	O=C(CNC(=S)NC(=O)C1CCCCC1)c1ccccc1
→ i	5	0.71	-0.24	0.44	-0.22	i	-3.0	523	17	12	13	653	0.15	1291	-34%	4.7	2.5	0.5
28	CCC(=O)NC(=S)Nc1ccccc1C(=O)NC1CCCCC1
→ i	-2	0.24	-0.099	0.23	0.11	i	3.7	903	-15	12	-17	663	0.47	1214	-3%	1.8	1.2	6.7
29	COc1cc(C=O)ccc1OCCCCOc1ccccc1[N+](=O)[O-]
→ i	25	0.55	-0.24	0.31	0.39	i	-4.0	475	1	-10	2	708	0	1309	10%	2.5	1.6	1.1
30	Cc1cccc(NC(=O)c2cccc(NC(=O)Cc3cccs3)c2)c1
→ i	-12	-0.77	-0.17	-0.27	0.59	i	0.5	1062	-2	-10	9	740	0.05	1388	-16%	3.1	1.6	11
31	COc1ccc(-n2c(=S)[nH]c3cc(C(=O)Nc4cccc(C)c4)ccc3c2=O)cc1
→ i	8	0.037	-0.23	0.073	0.39	i	1.3	1025	7	2	8	587	0.04	1447	-42%	4.2	2.0	2.9
32	CCCc1c(O)nc(SC2CC(=O)N(c3cc(OC)ccc3OC)C2=O)[nH]c1=O (stereo not drawn)
→ i	10	0.7	-0.14	0.93	-1.3	i	0.1	1061	-6	3	-8	698	/	/	5%	5.0	1.8	8.8
33	O=C(Nc1cccnc1)c1ccc2c(c1)OCO2
→ i	-1	2.6	-0.13	0.27	-1.3	i	-2.3	1020	2	-4	2	637	-0.99	1961	-4%	3.5	1.9	4.5
34	O=C(COC(=O)c1ccc(S(=O)(=O)NCc2ccco2)cc1)Nc1ccc(Cl)cn1
→ i	10	1.7	-0.29	1.4	-0.72	i	1.0	1465	4	6	3	694	0.54	1320	3%	2.7	2.8	6.6
35	CCN(CC)c1ccc(NC(=O)CC2Oc3ccccc3NC2=O)c(C)c1 (stereo not drawn)
→ i	7	-0.35	-0.26	-0.0073	0.47	i	/	/	-1	-3	/	/	1	870	4%	6.4	3.9	3.3
36	CC1=CCC2(CO)COC(c3ccccc3O)C1C2 (stereo not drawn)
→ i	-1	1.3	-0.17	0.96	-0.024	/	-1.3	916	0	0	/	/	-0.03	1172	10%	2.5	3.5	13
37	Fc1ccc(-c2nnc(Cc3ccc(Cl)cc3)o2)cc1
→ /	/	-0.15	-0.25	0.29	0.56	i	0.1	1281	/	/	-7	730	-0.59	1082	-34%	/	/	/
38	O=C(COC(=O)c1ccc2c(=O)n3c(nc2c1)CCC3)Nc1ccccc1F
→ i	9	-0.48	-0.24	-0.13	0.27	i	0.6	1047	-13	14	10	652	1.5	1426	16%	1.8	2.3	5.2

# Two records picked at random from the list so far, as already listed:
# Second line of a record: Autophagy HCS	Autophagy HCS cell loss 18 h	Dynein transport	Dynein transport cytoplasmic EGFP	Dynein transport nuclear GR-EGFP	Dynein transport cell count	Yfh1-off respiration	bCat nuc transl	bCat nuc transl cell count 5 µM	WT yeast gro inh	WT yeast gro inh mutant strain	Hep lipid drop	Hep lipid drop cells 6.5 µM	Insulin prom up	Insulin prom up cell count	HEK293 NOD2/NF-kB	MT stabilizer	MT stabilizer Hoechst-high %	MT stabilizer cytotoxicity %
10	COc1cc(CC(NC(C)=O)C(=O)NC2CCN(c3nc(C)cc(C)c3C#N)CC2)cc(OC)c1 (stereo not drawn)
→ i	-1	-0.31	-0.18	0.091	0.1	/	-3.1	840	-1	-21	/	/	-0.13	1498	7%	6.5	1.5	6.2
29	COc1cc(C=O)ccc1OCCCCOc1ccccc1[N+](=O)[O-]
→ i	25	0.55	-0.24	0.31	0.39	i	-4.0	475	1	-10	2	708	0	1309	10%	2.5	1.6	1.1

# Source: PubChem

# These rows are one share of the data (hit frequency here may not be typical).
